Screening results (PubChem BioAssay)
JMJD2A Tudor inh: JMJD2A Tudor domain (human) inhibition | AlphaScreen JMJD2A-Tudor / H3K4me3 peptide binding | Potency, µM (highest dose often 114 µM), inactives show at the top dose activity change, negative = inhibition, most hits filed as inhibitors | actives 4.4% (n = 390,000) | AID 504339; further: on the % scale 0 is the no-effect control and ±100 the full control effect; nearly all actives have a fitted effect of over 50% in size
BAZ2B inh: inhibitors of human BAZ2B bromodomain | actives 4.4% (n = 360,000) | Potency, µM (top dose mostly 114 µM), for the others: top-dose activity change, negative = inhibition, hits mostly inhibitors | AID 504333 | AlphaScreen BAZ2B-H3K14Ac peptide displacement | Q9UIF8; further: on the % scale 0 is the no-effect control and ±100 the full control effect; nearly all actives have a fitted effect of over 60% in size
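AlphaScreen displacement of biotin-H3(5-23)K14Ac peptide (50 nM final) from BAZ2B (50 nM final) in PBS pH 7.4, 0.01% Tween-20; complex preformed 30 min RT, then compounds (top 110 uM) 30 min RT, beads 20 min dark.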
HP1b binding inh: blocks HP1-beta chromodomain binding to methylated histone tails | AID 540317 | actives 0.56% (n = 390,000) | Potency, µM (doses to about 114 µM), without a hit: at the highest dose activity change, negative = inhibition, usual class: inhibitors | AlphaScreen HP1-beta / biotin-H3K9me3 peptide binding; further: nearly all actives have a fitted effect of over 70% in size; inactives centre near 23
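HP1-beta protein (50 nM final) preincubated 30 min at room temperature with biotinylated H3(1-18)K9me3 peptide (50 nM) in PBS pH 7.4, 0.01% Tween-20, then compound added for 30 min. AlphaScreen streptavidin donor/nickel chelate acceptor beads (10 ug/mL final), 30 min dark, luminescence read.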
BLM inh: inhibitors of human Bloom syndrome helicase BLM | P54132 | recombinant BLM DNA unwinding, fluorescence dequenching | Potency, µM (series often up to 56.1 µM), without a hit: at the top dose activity change, negative = inhibition, usual class: inhibitors | actives 0.2% (n = 350,000) | AID 2528;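 further: plate controls were vehicle for no effect and no enzyme for full effect; nearly all actives have a fitted effect of over 35% in size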
PGK inhibitor: inhibitors of T. brucei phosphoglycerate kinase | Potency, µM (titrated, usually from 57.5 µM), without a hit: top-dose activity change, negative = inhibition, actives largely listed as inhibitors | actives 0.043% (n = 380,000) | PGK/GAPDH coupled, Kinase-Glo luminescence, 60 min; further: on the % scale 0 is the no-effect control and ±100 the full control effect; nearly all actives have a fitted effect of over 60% in size
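Recombinant glycosomal PGK reaction used 1,3-bisphosphoglycerate generated in-well by GAPDH (100nM final) in 100mM TEA pH 7.6, 5mM MgCl2, 0.01% Tween-20. After 60 minutes at room temperature, ATP was read by Kinase-Glo Plus luminescence end-point.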
Pol iota inh: blocks human DNA polymerase iota activity; Potency, µM (top dose mostly 115 µM), for the others: at the top dose activity, negative = inhibition, most hits filed as inhibitors; actives 1% (n = 390,000); Q9UNA4; Pol iota fluorescent replication assay, 10 min; AID 588590
Target sequence (Q9UNA4 whole entry, looked up): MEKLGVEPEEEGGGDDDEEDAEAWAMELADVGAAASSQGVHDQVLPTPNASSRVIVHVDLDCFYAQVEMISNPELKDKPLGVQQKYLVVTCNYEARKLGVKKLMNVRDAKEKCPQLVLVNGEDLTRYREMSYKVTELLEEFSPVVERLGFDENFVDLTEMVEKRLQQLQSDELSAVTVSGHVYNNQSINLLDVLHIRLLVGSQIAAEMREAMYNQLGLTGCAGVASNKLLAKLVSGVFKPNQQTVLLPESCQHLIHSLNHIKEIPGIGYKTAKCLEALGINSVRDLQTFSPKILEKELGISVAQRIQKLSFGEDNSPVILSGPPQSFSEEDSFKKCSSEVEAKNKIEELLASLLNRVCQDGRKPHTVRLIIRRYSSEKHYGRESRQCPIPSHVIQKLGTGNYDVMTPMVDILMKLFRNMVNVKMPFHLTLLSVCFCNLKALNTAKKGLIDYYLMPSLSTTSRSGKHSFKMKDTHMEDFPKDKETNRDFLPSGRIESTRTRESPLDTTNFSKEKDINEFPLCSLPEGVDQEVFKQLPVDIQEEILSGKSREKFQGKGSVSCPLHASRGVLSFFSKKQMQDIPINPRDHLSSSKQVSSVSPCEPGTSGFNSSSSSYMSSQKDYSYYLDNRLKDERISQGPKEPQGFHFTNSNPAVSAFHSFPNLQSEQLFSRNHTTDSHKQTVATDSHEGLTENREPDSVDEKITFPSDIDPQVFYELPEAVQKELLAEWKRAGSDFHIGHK
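Pol iota at 10 nM preincubated 15 min with compounds at room temperature; reaction started with fluorescent substrate, 50 nM final. Fluorescence read kinetically at 0 and 10 min; buffer-only wells as negative control.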
G9a inh: blocks human histone lysine methyltransferase G9a | Q96KQ7 | G9a H3K9 monomethylation, AlphaScreen, 2 h | Potency, µM (doses to about 102 µM), for the others: at the top dose activity, negative = inhibition, most hits filed as inhibitors | actives 8.8% (n = 350,000) | AID 504332; further: on the % scale 0 is the no-effect control and ±100 the full control effect; nearly all actives have a fitted effect of over 75% in size
Target sequence (Q96KQ7 913-1193 limits assumed): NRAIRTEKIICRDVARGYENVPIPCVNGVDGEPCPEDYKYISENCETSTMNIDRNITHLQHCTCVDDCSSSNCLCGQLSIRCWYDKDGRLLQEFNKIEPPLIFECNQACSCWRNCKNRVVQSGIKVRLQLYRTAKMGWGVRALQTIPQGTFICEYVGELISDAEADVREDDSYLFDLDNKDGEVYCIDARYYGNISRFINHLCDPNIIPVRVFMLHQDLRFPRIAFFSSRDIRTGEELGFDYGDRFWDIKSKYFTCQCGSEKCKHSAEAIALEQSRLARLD
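Step 1: enzyme (final 20 nM) with compound, 15 min RT. Step 2: substrate peptide 500 nM and SAM 20 uM, 2 h RT. Step 3: anti-H3K9me1 antibody and AlphaScreen beads, 10 min, then plate read.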
Pin1 inh: human Pin1 inhibition. Q13526. Pin1 FP peptide displacement, HiFluor488, 10 min. Potency, µM (doses to about 115 µM), for inactives: top-dose activity, negative = inhibition, actives largely listed as inhibitors. actives 0.009% (n = 390,000). AID 504891; active means well fitted inhibition curve with a large enough effect in the polarisation, with a control signal flat, not every such curve was filed as active; inconclusive means small, poorly fitted or top-dose-only effect, or effect the other way, or a change in a side signal; inactive means no such curve, though single readings can be large or run the other way; the % refers to the polarisation; further: on the % scale 0 is the no-effect control and ±100 the full control effect
GLS inh: blocks human kidney-isoform glutaminase activity. O94925. AID 624170. GLS enzymatic activity, qHTS titration. actives 0.21% (n = 410,000). Potency, µM (highest dose often 45.5 µM), for the others: top-dose activity change, negative = inhibition, most hits filed as inhibitors; further: on the % scale 0 is the no-effect control and ±100 the full control effect
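Compounds were pin-transferred onto hKGA, after which L-glutamine (1 mM solution) and a detection mix of glutamate oxidase, HRP and Amplex Red were added. Initial and 30 min RT fluorescence reads were collected.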
Active calls of the source: *; i = inactive; ? = inconclusive; · = not tested or not shown; & = joins results of further samples; [ ] = another dose, or the depositor's remark. Unless noted, the call rests on the fitted dose curve; in most records, active means well fitted curve in the direction sought with a large enough effect; inconclusive means small, poorly fitted or top-dose-only effect, or another doubt; inactive means no such curve, though single readings can be large; an effect the other way counts as inactive or inconclusive. Potency means the concentration at half of the fitted maximal effect. Some of the compounds tested; the hit share may differ from the screen's.

no. | Structure | JMJD2A Tudor inh | BAZ2B inh | HP1b binding inh | BLM inh | PGK inhibitor | Pol iota inh | G9a inh | Pin1 inh | GLS inh
1 | Cc1cccc(NC(=O)Cc2noc3ccccc23)c1C | -5% | 4% | 18% | -9% | 1% | 6% | 11% | 9% | 10%
2 | O=C(CCS(=O)(=O)Cc1ccccc1)NCC1CCCO1 (stereo unspecified) | -13% | -3% | 21% | -3% | 1% | -6% | 0%[12.7 µM] | -2% | 1%
3 | O=C(c1cn(-c2ccccc2)nc1-c1cc2ccccc2oc1=O)N1CCOCC1 | -12% | -7% | 25% | -4% | 3% | -8% | 18%[59 µM] | -3% | 0%
4 | Cc1ccn2c(c1)nc(=O)c1cc(S(=O)(=O)N3CCC(C)CC3)c(Cl)cc12 | -15% | -14% | 40%[activator] | -2% | i | 12% | 3%[59 µM] | 0% | -17%
5 | Cc1nc2cccc(C(=O)NC3CCCCC3)c2o1 | -8% | 7% | 45% | -4% | i | -11% | 2%[12.7 µM] | 1% | 4%
6 | O=c1c2c(nc3cc(-c4ccccc4Cl)[nH]n13)CCS2 | -17% | -6% | 26% | ? | -12% | -8% | · | ? | 19%
7 | CSc1cc(C)[nH]c(=O)n1 | -9% | · | 29% | 0% | 1% | -1% | ? | -2% | 11%
8 | Cc1cc(C)c2c(-n3cccc3)c(C(=O)NCCCN3CCCCC3C)sc2n1 (stereo unspecified) | -20% | ? | 32% | -3% | -8% | -8% | -40%[59 µM] | 19% | -10%
9 | Cc1ccc(CN2CCCN(Cc3cc(C)ccc3C)S2(=O)=O)cc1 | 96%[activator] | 45%[activator] | 107%[activator] | -9% | -5% | 1% | 91%[activator] | 8% | -1%
10 | CCCCN(C)CCNC(=O)Cn1c(=O)sc2ccccc21 | -10% | 9% | 27% | 5% | -8% | 24% | -5% | -18% | 6%
11 | N#Cc1cc(Oc2ccc3ccccc3c2)c(-n2nnc3ccccc32)cc1C#N | -9% | -6% | 34% | -5% | 1% | 15% | -2% | 19% | 1%
12 | O=C(NC(=S)N1CCCCC1c1cccnc1)c1ccc(F)cc1 (stereo unspecified) | -19% | -13%[57.1 µM] | -1% | 1% | -9% | 25% | 32µM* | -4% | 7%
13 | Cn1c(SCC(=O)Nc2ccccc2Br)nnc1-c1cnccn1 | -7% | -1% | 52%[activator] | 2% | -1% | 28% | · | -13% | -3%
14 | COc1ccc2oc(C(=O)OCC(=O)Nc3cc(S(=O)(=O)N4CCOCC4)ccc3C)c(C)c2c1 | -12% | 1% | 6% | · | -7% | -17% | ? | 33%[activator] | -4%
15 | Cc1ccc(NC(=O)c2cc(CN3CCOCC3)on2)cc1Cl | -6% | -6% | -1% | 1% | i | 2% | 1%[59 µM] | -3% | 0%
16 | Cc1cc(C(=O)N(C)CC(=O)Nc2ccc(Cl)c(C(F)(F)F)c2)no1 | -8% | 6% | 25% | · | -3% | 30% | 18%[0.501 µM] | 15% | 5%
17 | CN1C(C(=O)NCc2ccc(OC(F)(F)F)cc2)CC2Cn3c(nc4cc(Cl)c(Cl)cc43)C21 (stereo unspecified) | -30% | 1% | 12% | 9% | -4% | -7% | -8%[12.7 µM] | 14% | 10%
18 | O=S(=O)(NCc1ccccc1)c1ccc(NC(=S)NCc2ccco2)cc1 | ? | ? | -16% | -6% | i | -3% | 50µM* | 7% | 9%
19 | O=[N+]([O-])c1ccc(Sc2ccc(Cl)c(Cl)c2)nc1 | ? | 22µM* | -23% | -4% | -11% | -3% | ? | -3% | 0%
20 | O=C(NN1CC(=O)N(c2cc(Cl)cc(Cl)c2)CC1=O)c1sccc1Cl | -10% | -4% | 28% | -1% | -8% | 1% | · | -17% | 0%
21 | Cc1cc(OCC(=O)Nn2cnnc2)c(C)cc1Br | -2% | 4% | 32% | 0% | 0% | -18% | ? | -11% | 4%
22 | O=C(Nc1ccc(Cl)c(S(=O)(=O)N2CCCCC2)c1)c1ccco1 | -29% | -9% | -4% | · | i | ? | -11%[12.7 µM] | 7% | -6%
23 | COc1ccc2[nH]c3c(c2c1)CCN1C(=O)C(CC(=O)NCCC2=CCCCC2)C[C@H](C(=O)N2CCOCC2)[C@@]31C (stereo partly specified) | ? | · | 3% | · | i | 20% | · | -5% | 8%
24 | COc1ccccc1NC(=O)c1oc2ccccc2c1NC(=O)C1CC1 | -6% | 4% | 60%[activator] | -4% | 7% | 52%[activator] | 68%[activator] | 4% | -4%
25 | O=C1/C(=C/c2ccc([N+](=O)[O-])cc2)Oc2cc(O)ccc21 | -36% | ? | 13% | -5% | -18% | 132%[activator] | -2% | ? | 2%
26 | CCOC(=O)N1CCc2c(sc3c2c(=O)n(Cc2ccccc2)c(=O)n3CC(=O)NCCOC)C1 | -9% | -13% | 32% | 2% | -6% | 11% | -5% | -1% | 5%
27 | CCN(CC)CCCN(Cc1cc2cc3c(cc2[nH]c1=O)OCO3)C(=S)Nc1ccccc1OC | -16% | -12% | 14% | 5% | -9% | -23% | 6% | -14% | 23%
28 | CCN(CCNC(=O)C1CCN(S(=O)(=O)c2c(C)noc2C)CC1)c1ccccc1 | -22% | -4% | -1% | -1% | -3% | 12% | ? | -9% | 42%[activator]
29 | COc1ccc(OC)c2sc(NNC(=O)C3COc4ccccc4O3)nc12 (stereo unspecified) | -10% | -15% | 38% | -3% | -6% | 14% | -14% | 0% | 9%
30 | O=C(NCCC1CCCCN1S(=O)(=O)c1ccc(F)cc1)C(=O)NCc1ccccn1 (stereo unspecified) | -2% | -4% | 38% | · | 9% | 51%[activator] | 2%[0.501 µM] | 1% | 2%
31 | COc1cn(CC(=O)Nc2cccc(C)c2C)c(CN2CCCCC2)cc1=O | -2% | -2% | 37% | 1% | -7% | -4% | 5%[59 µM] | -1% | 8%
32 | CCN(CC)S(=O)(=O)c1cccc(NC(=O)CN(C)C2CCCCC2)c1 | -23% | -14% | 21% | -2% | -2% | 79%[activator] | 3% | 3% | 5%
33 | Cc1ccc(C)c(NC(=S)c2nc3ccccc3s2)c1 | 14µM* | 4% | -15% | -2% | i | 4% | ? | 2% | -2%
34 | COc1ccc(-c2nn(-c3ccccc3)cc2CO)cc1 | 7% | -1% | 33% | -4% | 6% | 20% | -2% | -4% | 1%
35 | O=C(COc1ccccc1)Nc1ccccc1Oc1ccccc1 | 95%[activator] | 95%[activator] | 185%[activator] | -7% | i | 12% | 42%[59 µM] | 5% | 1%
36 | Cc1cc(SCCC(=O)O)nc2c(C)cccc12 | -15% | -6% | 54%[activator] | 1% | -4% | 11% | 79µM* | 2% | 0%
37 | COc1ncnc(NS(=O)(=O)c2ccc(N)cc2)c1OC | -16% | -4% | 12% | 1%[21.4 µM] | -4% | -18% | 12%[59 µM] | 5% | 0%&6%
38 | COCCNC(=O)CSc1nc2cc3c(cc2c(=O)n1CCCC(=O)NCCc1ccc(OC)c(OC)c1)OCO3 | -7%&-11% | -29%&-4% | 31%&12% | -5%&-11% | -2%&0% | 184%&18%[activator] | 0%&5%[59 µM] | -2%&-1% | -9%&0%
39 | COC(=O)C1=C(O)CSC1=Nc1ccc(C)cc1 | -14% | 7% | 8% | -1% | 1% | 32%[activator] | ? | 2% | 2%
40 | CCCc1noc(-c2cccc([N+](=O)[O-])c2)n1 | -18% | 1% | -11% | -3% | -2% | 107%[activator] | -23% | 0% | -5%
41 | CCOC(=O)CNC(=O)COc1coc(CN2CCN(c3ccc(F)cc3)CC2)cc1=O | 5% | -12% | 23% | -3% | i | 4% | 3% | 2% | 24%
42 | COc1ccc(S(=O)(=O)Nc2cccc3c2O[C@H](CN(C)Cc2ccc(Cl)c(Cl)c2)[C@@H](C)CN([C@H](C)CO)C3=O)cc1 | -23% | · | 30% | · | -3% | 17% | · | 12% | -6%
43 | O=C(c1ccccc1)C(CN1CCCCC1)c1ccccc1 (stereo unspecified) | 16% | · | 26% | · | 8% | ? | · | 0% | 2%
44 | O=C(COC(=O)c1cc[n+]([O-])cc1)Nc1ccc(SC(F)F)cc1 | -6% | 1% | 6% | -5% | -4% | ? | -1%[59 µM] | 29% | 0%
45 | Cc1ccc(CNC(=O)c2cc3c(=O)n(Cc4cccnc4)ccc3nc2C)cc1 | -15% | -15% | 29% | 2% | -5% | 21% | 0%[59 µM] | -10% | -1%
46 | COC(=O)CN1C(=O)C2(OCCCO2)c2ccccc21 | -9% | 1% | 19% | 0% | -3% | -6%[58.9 µM] | 10% | 4% | 10%
47 | N/C(=N\OC(=O)c1ccccc1)C(C(=O)NOC(=O)c1ccccc1)C1CCCCC1 (stereo unspecified) | -3% | · | 28%[57 µM] | · | i | -3% | · | -8% | 3%
48 | COc1ccsc1NC(=O)OCc1ccc(Cl)cc1 | ? | ? | -16% | -8% | 4% | -4% | 50µM* | 15% | 23%
49 | C=C(C)COc1ccc(-c2nc(N)ncc2-c2ccccc2OC)c(O)c1 | ? | -35% | -3% | -14% | -9% | 24% | ? | ? | 6%
50 | O=C(N/N=C/c1ccccn1)c1sc2ccccc2c1Cl | ? | 40µM* | 91%[activator] | -11% | ? | -7% | · | 24% | 2%
51 | Cc1cccc(C)c1C(=NCCN(C)C)c1ccccc1 | -23% | · | 29% | · | 4% | 22% | · | -10% | 0%
52 | O=C(CN1C(=O)NC2(CCc3ccccc3C2)C1=O)NCC(F)(F)F (stereo unspecified) | -2% | -2% | 15% | -1% | 6% | 75%[activator] | 13% | 7% | -3%
53 | Cc1ccc(-c2csc3ncn(/N=C/N(C)C)c(=O)c23)o1 | -14% | -13% | 26% | 3% | -5% | 7% | -14%[59 µM] | -1% | -12%
54 | CN(C(=O)CSc1nnc(-c2cccnc2)o1)C1CCCCC1 | 3% | 4% | 40% | · | -7% | -1% | -13%[59 µM] | 9% | 3%
55 | CCc1cccc(NC(=O)CSc2n[nH]c(-c3ccccc3Cl)n2)c1 | -22% | 2% | 13%[57 µM] | -8% | i | -9% | 6%[59 µM] | -8% | -7%

Printed as active in JMJD2A Tudor inh (from the list above):
no. | Structure | JMJD2A Tudor inh | BAZ2B inh | HP1b binding inh | BLM inh | PGK inhibitor | Pol iota inh | G9a inh | Pin1 inh | GLS inh
33 | Cc1ccc(C)c(NC(=S)c2nc3ccccc3s2)c1 | 14µM* | 4% | -15% | -2% | i | 4% | ? | 2% | -2%
